Compound activity deposited in PubChem by Sanford-Burnham Center for Chemical Genomics.
SENP8 inh = SENP8 protease inhibition | purified SENP8, Z-RLRGG-aminoluciferin cleavage, luminescence | AID 2540 | inhibition, % at 10 µM | actives 1.2% (n = 330,000)
697 NFkB inh = lowers PMA/ionomycin-induced NF-kB signal in 697 B cells; actives 0.33% (n = 330,000); AID 435022; inhibition, % at 4 µM; 697 B-cell NF-kB luciferase reporter, 16 h; in the data active = inhibition above about 35%
Gli-Sufu block = antagonists of Gli-Sufu signaling; Sufu-KO-LIGHT fibroblasts, Gli luciferase reporter luminescence; inhibition, % at 5 µM; actives 0.74% (n = 340,000);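 active = inhibition above about 55%, limit read from the data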;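 also: 0% = DMSO-treated cells and 100% = wells with medium but no cells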
Apaf-1 inh = inhibitors of human Apaf-1 apoptosome. inhibition, % at 20 µM. reconstituted apoptosome caspase-3 activity, DEVD-Rh110 fluorescence. actives 0.71% (n = 330,000). AID 489030. O14727; active = inhibition of at least 40% at 20 µM;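 also: plate controls were DMSO wells for no effect and DEVD-CHO caspase inhibitor wells for full effect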
Target sequence (O14727 whole entry, looked up): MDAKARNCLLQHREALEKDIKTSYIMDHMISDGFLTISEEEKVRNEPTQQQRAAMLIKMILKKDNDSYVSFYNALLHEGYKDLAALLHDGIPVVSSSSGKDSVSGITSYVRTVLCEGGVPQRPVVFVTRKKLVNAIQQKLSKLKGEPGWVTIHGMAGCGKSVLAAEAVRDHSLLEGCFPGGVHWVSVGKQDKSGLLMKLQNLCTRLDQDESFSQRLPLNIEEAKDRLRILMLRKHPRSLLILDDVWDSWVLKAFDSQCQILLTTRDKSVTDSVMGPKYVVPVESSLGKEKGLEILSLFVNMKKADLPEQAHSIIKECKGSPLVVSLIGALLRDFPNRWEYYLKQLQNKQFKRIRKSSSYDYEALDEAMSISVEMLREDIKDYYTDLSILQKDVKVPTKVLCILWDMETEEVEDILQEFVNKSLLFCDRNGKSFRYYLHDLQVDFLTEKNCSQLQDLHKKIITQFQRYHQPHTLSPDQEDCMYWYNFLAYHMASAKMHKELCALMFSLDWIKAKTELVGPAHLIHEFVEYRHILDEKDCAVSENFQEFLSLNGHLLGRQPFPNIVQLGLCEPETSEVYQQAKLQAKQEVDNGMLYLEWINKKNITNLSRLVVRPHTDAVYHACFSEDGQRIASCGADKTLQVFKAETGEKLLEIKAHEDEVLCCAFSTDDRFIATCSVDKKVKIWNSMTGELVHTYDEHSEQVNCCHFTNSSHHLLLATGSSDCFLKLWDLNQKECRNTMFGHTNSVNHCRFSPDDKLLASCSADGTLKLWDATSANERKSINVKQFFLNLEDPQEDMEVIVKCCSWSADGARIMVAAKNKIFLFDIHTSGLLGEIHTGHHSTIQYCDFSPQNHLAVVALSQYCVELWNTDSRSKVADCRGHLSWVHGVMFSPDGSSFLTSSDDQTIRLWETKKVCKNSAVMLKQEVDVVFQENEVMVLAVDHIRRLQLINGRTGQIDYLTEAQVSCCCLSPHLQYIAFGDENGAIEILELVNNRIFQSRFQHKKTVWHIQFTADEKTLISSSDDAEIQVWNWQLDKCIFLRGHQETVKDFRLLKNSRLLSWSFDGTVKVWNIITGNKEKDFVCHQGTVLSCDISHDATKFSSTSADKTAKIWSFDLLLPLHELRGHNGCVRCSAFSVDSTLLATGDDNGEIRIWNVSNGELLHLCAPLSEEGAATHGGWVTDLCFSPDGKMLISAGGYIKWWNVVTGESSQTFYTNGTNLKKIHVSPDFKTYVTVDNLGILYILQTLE
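System: reconstituted apoptosome with Apaf-1, cytochrome c, caspase-9, procaspase-3, dATP; Signal: Rh110 fluorescence intensity; Schedule: 30 min compound preincubation, 50 min activation, room temperature; Reagent: cytochrome c trigger plus (Z-DEVD)2-Rh110 caspase-3 substrate.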
Jurkat NFkB inh = lowers PMA/ionomycin-induced NF-kB signal in Jurkat cells; inhibition, % at 4 µM; actives 0.53% (n = 330,000); AID 435003; PMA/ionomycin-induced NF-kB luciferase reporter, luminescence
CCR6 antag = antagonists of human CCR6 receptor; P51684; CHO-K1 CCR6 PathHunter beta-arrestin, luminescence, CCL20-stimulated; inhibition, % at 20 µM; actives 0.49% (n = 340,000); AID 493098;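 active = compounds whose inhibition of the agonist-driven luminescence signal at 20 µM reaches about 50%, limit read from the data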;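 also: cells stimulated with CCL20 at 14 nM final; plate controls were DMSO with CCL20 for no effect and DMSO without agonist for full effect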
UBC13 polyUb = blocks human UBC13 polyubiquitin chain formation; inhibition, % at 20 µM; TR-FRET; actives 0.47% (n = 330,000); AID 485273; P61088; in the data active = inhibition above about 45%, passing the limit was not always enough
EBI2 block = blocks human EBI2 receptor beta-arrestin signaling | P32249 | EBI2 beta-arrestin recruitment, luminescence, 7a,25-OHC stimulated | inhibition, % at 5 µM | actives 0.81% (n = 360,000); in the data active = inhibition above about 38%;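 also: enzyme fragment complementation signal reports receptor beta-arrestin coupling in cells; 0% = agonist plus DMSO wells and 100% = wells without agonist; some results beyond the cut were filed as inactive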
* hit, by the source's call. Rule as the data show it, unless noted: active = inhibition above about 50%; inactive = the rest. Not all compounds are listed, so the mix of outcomes need not match the whole.

O=C(Cn1nc(Cc2cccnc2)c2ccccc2c1=O)Nc1ccccc1F was read as SENP8 inh 3, 697 NFkB inh -23, Gli-Sufu block -6, Apaf-1 inh -12, Jurkat NFkB inh -11, CCR6 antag 15, UBC13 polyUb 1 and EBI2 block -12.
For CCOc1ccc(-c2cn[nH]c2N)cc1 the results were SENP8 inh 1, 697 NFkB inh 10, Gli-Sufu block -11, Apaf-1 inh -10, Jurkat NFkB inh -17, CCR6 antag 0, UBC13 polyUb 13 and EBI2 block 2.
CC(=O)C(C)Oc1cc(C)cc2oc(=O)c(C)c(C)c12 (centres undefined) was read as SENP8 inh -4, 697 NFkB inh 25, Gli-Sufu block -2, Apaf-1 inh 13, Jurkat NFkB inh -19, CCR6 antag 8, UBC13 polyUb 8 and EBI2 block -7.
`NS(=O)(=O)c1ccc2nc(NC(=O)Nc3ccccc3F)sc2c1` gave SENP8 inh 59*, 697 NFkB inh -224, Gli-Sufu block -97, Apaf-1 inh 12, Jurkat NFkB inh -164, CCR6 antag -8, UBC13 polyUb 3 and EBI2 block 6.
For CC1CCCN(c2nc3c(c(=O)n(C)c(=O)n3C)n2Cc2ccccc2)C1 (centres undefined) the results were SENP8 inh -2, 697 NFkB inh -4, Gli-Sufu block 14, Apaf-1 inh 14, Jurkat NFkB inh 4, CCR6 antag 20, UBC13 polyUb 11 and EBI2 block 10.
`CCOC(=O)c1nc(C)n(-c2cc(Cl)ccc2Cl)n1` gave SENP8 inh -8, 697 NFkB inh -23, Gli-Sufu block 5, Apaf-1 inh 6, Jurkat NFkB inh 1, CCR6 antag 5, UBC13 polyUb -10 and EBI2 block 3.
For CC(C)(CNC(=O)c1ccc(S(=O)(=O)N2CCCC2)cc1)N1CCOCC1 the results were SENP8 inh 6, 697 NFkB inh 9, Gli-Sufu block 3, Apaf-1 inh -13, Jurkat NFkB inh -4, CCR6 antag 6, UBC13 polyUb 1 and EBI2 block -4.
For O=C(Nc1ccccc1-c1ccccc1)C(=O)Nc1ccccc1-c1ccccc1 the results were SENP8 inh -1, 697 NFkB inh 4, Apaf-1 inh 5, Jurkat NFkB inh -30 and UBC13 polyUb 9.
Cc1ccc(NS(=O)(=O)c2ccc(Cl)nc2)c(C)c1 was read as SENP8 inh 2, 697 NFkB inh 11, Gli-Sufu block -16, Apaf-1 inh 9, Jurkat NFkB inh -1, CCR6 antag 11, UBC13 polyUb 4 and EBI2 block 4.
`CC(=O)c1cccc(NC(=O)C2CCN(S(=O)(=O)c3ccccc3)CC2)c1` gave SENP8 inh -10, 697 NFkB inh 9, Gli-Sufu block 0, Apaf-1 inh 7, Jurkat NFkB inh 4, CCR6 antag -4, UBC13 polyUb -4 and EBI2 block 0.
Cc1csc(CNc2ncnc3ccc(-c4cccc(Cl)c4)cc23)c1 was read as SENP8 inh 3, 697 NFkB inh -5, Gli-Sufu block 2, Apaf-1 inh 19, Jurkat NFkB inh 22, CCR6 antag -1, UBC13 polyUb -6 and EBI2 block 7.
Screening CCC(=O)c1cc(F)c(N2CCN(S(=O)(=O)c3ccc(C)cc3)CC2)cc1C returned SENP8 inh 1, 697 NFkB inh -4, Gli-Sufu block 0, Apaf-1 inh -12, Jurkat NFkB inh 34, CCR6 antag 1, UBC13 polyUb -2 and EBI2 block 21.
CN(C)/C=N/N(C)c1ncccc1[N+](=O)[O-] was read as SENP8 inh 2, 697 NFkB inh 9, Gli-Sufu block 2, Apaf-1 inh -20, Jurkat NFkB inh 0, CCR6 antag 17, UBC13 polyUb -10 and EBI2 block -31.
`CC1CCN(S(=O)(=O)c2ccc3nc(N4CCN(c5ccccc5)CC4)ccc3c2)CC1` gave SENP8 inh -1, 697 NFkB inh 20, Gli-Sufu block 5, Apaf-1 inh 7, Jurkat NFkB inh 8, CCR6 antag -12 and UBC13 polyUb 39.
`COCCCNC(=O)Nc1ccc(Br)cc1Cl` gave SENP8 inh -7, 697 NFkB inh 4, Gli-Sufu block -15, Apaf-1 inh -18, Jurkat NFkB inh -6, CCR6 antag -4, UBC13 polyUb -2 and EBI2 block 2.
COc1ccc(C(=O)Nc2ccc(S(=O)(=O)N3CCN(C)CC3)cc2)cc1 was read as SENP8 inh -4, 697 NFkB inh 6, Gli-Sufu block 12, Apaf-1 inh -6, Jurkat NFkB inh -9, CCR6 antag 4, UBC13 polyUb 3 and EBI2 block -6.
Screening CCOC(=O)[C@H]1[C@H]2COc3cc(OC)ccc3[C@@H]2N2C(=O)c3cc(F)ccc3NC(=O)[C@@]12C returned SENP8 inh 10, 697 NFkB inh 8, Gli-Sufu block 15, Apaf-1 inh 1, Jurkat NFkB inh 4, CCR6 antag -1, UBC13 polyUb 8 and EBI2 block -6.
COc1ccc(C(=O)Nc2c(Cl)cc(Cl)cc2C(=O)NCCN2CCOCC2)cc1 was read as SENP8 inh 4, 697 NFkB inh -9, Gli-Sufu block 3, Apaf-1 inh -5, Jurkat NFkB inh -7, CCR6 antag 3, UBC13 polyUb 4 and EBI2 block 1.
`CC(NC(=O)CN1CCN(CC(=O)Nc2ccccc2Cl)CC1)c1ccc(Br)cc1` (centres undefined) gave SENP8 inh -1, 697 NFkB inh 23, Gli-Sufu block 6, Apaf-1 inh 16, Jurkat NFkB inh 7, CCR6 antag 8, UBC13 polyUb 21 and EBI2 block 5.
Screening CC(=O)Nc1ccc(OCC(=O)NCc2ccccc2)cc1 returned SENP8 inh -4, 697 NFkB inh 30, Gli-Sufu block 1, Apaf-1 inh -8, Jurkat NFkB inh 3, CCR6 antag 9, UBC13 polyUb 7 and EBI2 block -3.
Screening Cc1ccc(S(=O)(=O)N2CCOCC2)cc1NC(=O)CSc1nnc(C2CC2)n1C1CC1 returned SENP8 inh -9, 697 NFkB inh 15, Gli-Sufu block -1, Apaf-1 inh 4, Jurkat NFkB inh 1, CCR6 antag 5, UBC13 polyUb 1 and EBI2 block -13.
Screening Cc1cccc(N(C(=O)CNC(=O)c2cccs2)C(C(=O)NC2CCCC2)c2cccnc2)c1 (centres undefined) returned SENP8 inh 2, 697 NFkB inh -15, Gli-Sufu block 0, Apaf-1 inh -5, Jurkat NFkB inh -13, CCR6 antag 14, UBC13 polyUb -2 and EBI2 block -26.
Screening CCOC(=O)Cc1csc(NC(=O)c2cc(C)c(C)s2)n1 returned SENP8 inh 2, 697 NFkB inh 15, Gli-Sufu block -16, Apaf-1 inh -7, Jurkat NFkB inh 4, CCR6 antag 10, UBC13 polyUb 5 and EBI2 block 4.
COc1cc2ccccc2cc1C(=O)NCCCN1CCOCC1 was read as SENP8 inh 0, 697 NFkB inh -1, Gli-Sufu block 9, Apaf-1 inh 14, Jurkat NFkB inh -4, CCR6 antag 0, UBC13 polyUb 8 and EBI2 block 4.
Screening COc1ccc2c(c1)c(C(=O)OCCN(C)C)c(C)n2C returned SENP8 inh 0, 697 NFkB inh 10, Gli-Sufu block -6, Apaf-1 inh -12, Jurkat NFkB inh -8, CCR6 antag 3, UBC13 polyUb -3 and EBI2 block -7.
For Cc1cc(OC(C)C(=O)N/N=C/CC(C)c2ccccc2)ccc1Cl (centres undefined) the results were SENP8 inh 8, 697 NFkB inh 5, Gli-Sufu block 3, Apaf-1 inh 18, Jurkat NFkB inh 2, CCR6 antag -5, UBC13 polyUb 3 and EBI2 block 4.
Screening S=c1[nH]nc(-c2ccc(Br)cc2)n1-c1ccc2c(c1)OCCO2 returned SENP8 inh 0, 697 NFkB inh 5, Gli-Sufu block 3, Apaf-1 inh -5, Jurkat NFkB inh -2, CCR6 antag 19, UBC13 polyUb -1 and EBI2 block -10.
`O=C(CN1C(=O)COc2ccccc21)NCc1ccc(C(=O)O)cc1` gave SENP8 inh 3, 697 NFkB inh -7, Gli-Sufu block -1, Apaf-1 inh -1, Jurkat NFkB inh 0, CCR6 antag 6, UBC13 polyUb 0 and EBI2 block -4.
Screening COc1ccc(-c2nn3c(-c4ccccn4)nnc3s2)cc1OC returned SENP8 inh -8, 697 NFkB inh 14, Gli-Sufu block -15, Apaf-1 inh 2, Jurkat NFkB inh 3, CCR6 antag -2, UBC13 polyUb -8 and EBI2 block -20.
For O=C(NC1CCCCC1)c1cccc(Cn2cc(Cl)cn2)c1 the results were SENP8 inh -1, 697 NFkB inh -7, Gli-Sufu block 1, Apaf-1 inh 8, Jurkat NFkB inh 7, CCR6 antag -4, UBC13 polyUb 6 and EBI2 block 4.
`O=C1CCc2ccccc2N1` gave SENP8 inh 6, 697 NFkB inh 22, Gli-Sufu block 1, Apaf-1 inh -30, Jurkat NFkB inh 7, CCR6 antag 0, UBC13 polyUb 10 and EBI2 block -14.
For CCN(Cc1ccccc1)S(=O)(=O)c1ccc(C(=O)N(CCCN(C)C)c2nc3cc(C)cc(C)c3s2)cc1 the results were SENP8 inh -4, 697 NFkB inh 3, Gli-Sufu block 25, Apaf-1 inh 42*, Jurkat NFkB inh -3, CCR6 antag 32, UBC13 polyUb 74* and EBI2 block 25.
`CC(C)[C@H](NC(=O)c1ccccc1F)C(=O)Nc1ccc(F)c(F)c1` gave SENP8 inh -9, 697 NFkB inh -8, Gli-Sufu block 0, Apaf-1 inh 10, Jurkat NFkB inh -17, CCR6 antag 16, UBC13 polyUb -8 and EBI2 block -26.
For Cc1ccc(/C=N/NC(=O)C2(O)c3ccccc3-c3ccccc32)o1 the results were SENP8 inh 3, 697 NFkB inh -21, Gli-Sufu block 2, Apaf-1 inh 9, Jurkat NFkB inh 10, CCR6 antag 9, UBC13 polyUb 2 and EBI2 block 0.
Screening O=C(c1ccc(S(=O)(=O)N2CCCC2)cc1)N1CCCc2ccccc21 returned SENP8 inh 0, 697 NFkB inh -8, Gli-Sufu block 1, Apaf-1 inh -2, Jurkat NFkB inh -3, CCR6 antag 7, UBC13 polyUb -9 and EBI2 block 0.
For Cc1ccc(C2(c3noc(CN4C[C@@H](C)O[C@@H](C)C4)n3)CCCC2)cc1 the results were SENP8 inh 0, 697 NFkB inh 17, Gli-Sufu block -7, Apaf-1 inh -4, Jurkat NFkB inh -1, CCR6 antag 12, UBC13 polyUb -3 and EBI2 block -8.

In the list so far, 6 contain an aryl methoxy group:
COc1ccc(C(=O)Nc2ccc(S(=O)(=O)N3CCN(C)CC3)cc2)cc1 was read as SENP8 inh -4, 697 NFkB inh 6, Gli-Sufu block 12, Apaf-1 inh -6, Jurkat NFkB inh -9, CCR6 antag 4, UBC13 polyUb 3 and EBI2 block -6.
Screening CCOC(=O)[C@H]1[C@H]2COc3cc(OC)ccc3[C@@H]2N2C(=O)c3cc(F)ccc3NC(=O)[C@@]12C returned SENP8 inh 10, 697 NFkB inh 8, Gli-Sufu block 15, Apaf-1 inh 1, Jurkat NFkB inh 4, CCR6 antag -1, UBC13 polyUb 8 and EBI2 block -6.
COc1ccc(C(=O)Nc2c(Cl)cc(Cl)cc2C(=O)NCCN2CCOCC2)cc1 was read as SENP8 inh 4, 697 NFkB inh -9, Gli-Sufu block 3, Apaf-1 inh -5, Jurkat NFkB inh -7, CCR6 antag 3, UBC13 polyUb 4 and EBI2 block 1.
COc1cc2ccccc2cc1C(=O)NCCCN1CCOCC1 was read as SENP8 inh 0, 697 NFkB inh -1, Gli-Sufu block 9, Apaf-1 inh 14, Jurkat NFkB inh -4, CCR6 antag 0, UBC13 polyUb 8 and EBI2 block 4.
Screening COc1ccc2c(c1)c(C(=O)OCCN(C)C)c(C)n2C returned SENP8 inh 0, 697 NFkB inh 10, Gli-Sufu block -6, Apaf-1 inh -12, Jurkat NFkB inh -8, CCR6 antag 3, UBC13 polyUb -3 and EBI2 block -7.
Screening COc1ccc(-c2nn3c(-c4ccccn4)nnc3s2)cc1OC returned SENP8 inh -8, 697 NFkB inh 14, Gli-Sufu block -15, Apaf-1 inh 2, Jurkat NFkB inh 3, CCR6 antag -2, UBC13 polyUb -8 and EBI2 block -20.
